Rab9 promoter act: qHTS Assay for Rab9 Promoter Activators. Huh7 Rab9 promoter-luciferase reporter, luminescence, 24 h. Potency, µM (titrated, usually from 9.22 µM), inactives show at the highest dose activation, negative = inhibition, hits mostly activators. actives 2.8% (n = 320,000); also: % of control where 0% means no effect; nearly all actives have a fitted effect of over 60% in size
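Cells were plated at 1500 per well in reduced-serum medium with 10% FBS and left 2 h. Compound in DMSO was then added for 24 h at 37 °C. Reporter signal was read by luminescence after 10 min with luciferase detection reagent.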
ELG1 genotoxic: qHTS screen for small molecules that induce genotoxicity in human embryonic kidney (HEK293T) cells expressing luciferase-tagged ELG1; actives 1.3% (n = 330,000); AID 504466, 2011; Potency, µM (titrated, usually from 46 µM), without a hit: top-dose activity change, positive = activation, usual class: activators; HEK293T ELG1-luciferase reporter, luminescence, 16 h; also: % of control where 0% means no effect; nearly all actives have a fitted effect of over 60% in size
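HEK293T cells expressing luciferase-tagged ELG1 were treated with compound or DMSO for 16 hr at 37°C. Luciferase activity was then read after 30 min with ONE-Glo at room temperature; rising signal flags genetic stress.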
MBNL1-CUG inh: qHTS Assay for Inhibitors of MBNL1-poly(CUG) RNA binding. Muscleblind-like protein 1 (Homo sapiens), Q9NR56. TR-FRET MBNL1-His/biotin-(CUG)12 binding, 665/545 ratio. Potency, µM (highest dose often 57.5 µM), for inactives: at the top dose activity change, negative = inhibition, actives largely listed as inhibitors. actives 0.036% (n = 280,000). AID 2675, 2010; active = well fitted inhibition curve with a large enough effect in the signal ratio, with a control signal flat, not every such curve was filed as active; inconclusive = small, poorly fitted or top-dose-only effect, or effect the other way, or a change in a side signal; inactive = no such curve, though single readings can be large or run the other way; the % refers to the signal ratio; also: % is scaled to controls: 0 for no effect and ±100 for the full control effect
Target sequence (Q9NR56 whole entry, looked up): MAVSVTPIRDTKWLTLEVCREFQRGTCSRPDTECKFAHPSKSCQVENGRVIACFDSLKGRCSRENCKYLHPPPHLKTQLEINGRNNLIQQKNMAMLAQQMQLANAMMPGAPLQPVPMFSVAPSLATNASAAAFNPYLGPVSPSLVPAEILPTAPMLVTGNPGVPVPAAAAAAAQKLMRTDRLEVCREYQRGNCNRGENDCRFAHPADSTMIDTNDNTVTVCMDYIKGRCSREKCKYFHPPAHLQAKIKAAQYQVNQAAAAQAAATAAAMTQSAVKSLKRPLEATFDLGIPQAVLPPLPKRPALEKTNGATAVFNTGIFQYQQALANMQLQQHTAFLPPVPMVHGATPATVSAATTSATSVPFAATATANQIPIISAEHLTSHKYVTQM
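MBNL1-His + Biotin-(CUG)12, cpd titration 92 nM–58 uM; Tb anti-His Ab 0.055 ng/ul, SA-XL665 5 nM (final); 60 min RT; ratiometric 665/545 nm, Ex 340 nm; normalized to buffer and full-complex controls.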
BRCA1 expr act: qHTS Assay to Identify Small Molecule Activators of BRCA1 Expression; AID 624202, 2012; actives 1.1% (n = 380,000); MCF7-BRCA1-FFLuc reporter, luminescence, 48 h; response scale: scaled: vehicle 0%, 10 µM genistein 100%; Potency, µM (series often up to 46.1 µM), without a hit: at the top dose activation, usual class: activators; also: nearly all actives have a fitted effect of over 80% in size; some results filed as inactive show a strong effect at the top dose
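Quantitative HTS in MCF7 cells stably reporting BRCA1 expression via firefly luciferase. Compound treatment lasts 48 h at 37 °C in phenol-red free MEM. Activation is expressed relative to genistein at 10 microM and DMSO.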
NPC1 prom act: qHTS Assay for NPC1 Promoter Activators. Potency, µM (series often up to 9.22 µM), without a hit: at the highest dose activation, most hits filed as activators. actives 2.4% (n = 320,000). Huh7 NPC1 promoter luciferase reporter, 24 h. AID 485313, 2010;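 also: % of control where 0% means no effect; nearly all actives have a fitted effect of over 60% in size; reporter is driven by a mutant NPC1 promoter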
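In 1536-well qHTS, Huh7 cells harboring an NPC1 promoter–luciferase construct received compound for 24 h; activation was quantified by luminescence following luciferase reagent addition.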
RORgamma inh: qHTS for inhibitors of ROR gamma transcriptional activity; Nuclear receptor ROR-gamma (Mus musculus), P51450; Drosophila S2 Gal4-RORgamma UAS-luciferase reporter, 20 h; Potency, µM (highest dose often 53.6 µM), for inactives: at the highest dose activity change, negative = inhibition, most hits filed as inhibitors; actives 5.4% (n = 310,000); also: % is scaled to controls: 0 for no effect and ±100 for the full control effect; nearly all actives have a fitted effect of over 60% in size
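Using a luciferase readout, inhibitors were identified by reduced reporter activity in Drosophila cells coexpressing a copper-inducible Gal4–ROR gamma fusion and UAS-driven Photinus luciferase, incubated 20 hr after 700 uM copper sulfate.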
FLuc modulator: qHTS profiling assay for firefly luciferase inhibitor/activator using purifed enzyme and Km concentrations of substrates (counterscreen for miR-21 project). purified FLuc, Km substrates, luminescence inhibition. Potency, µM (series often up to 57.5 µM), for the others: at the top dose activity change, negative = inhibition, most hits filed as inhibitors. actives 6.9% (n = 360,000). AID 588342, 2011;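 also: plate controls were vehicle for no effect and reference inhibitor for full effect; nearly all actives have a fitted effect of over 55% in size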
Target sequence (P08659 whole entry, looked up): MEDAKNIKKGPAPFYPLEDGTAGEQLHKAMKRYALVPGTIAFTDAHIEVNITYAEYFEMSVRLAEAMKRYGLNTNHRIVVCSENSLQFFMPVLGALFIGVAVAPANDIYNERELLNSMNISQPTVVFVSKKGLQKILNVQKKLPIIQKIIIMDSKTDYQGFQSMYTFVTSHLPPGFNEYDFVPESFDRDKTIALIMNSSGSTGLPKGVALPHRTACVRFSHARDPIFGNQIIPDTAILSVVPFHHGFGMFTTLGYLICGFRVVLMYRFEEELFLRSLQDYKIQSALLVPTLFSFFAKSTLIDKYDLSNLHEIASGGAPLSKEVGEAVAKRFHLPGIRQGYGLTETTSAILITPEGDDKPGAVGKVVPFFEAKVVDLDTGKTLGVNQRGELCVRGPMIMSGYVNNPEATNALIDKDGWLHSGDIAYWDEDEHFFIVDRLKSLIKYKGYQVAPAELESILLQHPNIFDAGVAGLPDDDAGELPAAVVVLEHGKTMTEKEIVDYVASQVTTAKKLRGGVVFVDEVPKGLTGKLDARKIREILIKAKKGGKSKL
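Biochemical qHTS of compounds, final roughly 60 µM downward over six points, against 10 nM purified firefly luciferase using Km concentrations of substrates (10 uM D-luciferin, 10 uM ATP) in Tris acetate pH 7.5 buffer; luminescence output.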
p53 reactivator: qHTS assay for re-activators of p53 using a Luc reporter. actives 0.063% (n = 320,000). Potency, µM (titrated, usually from 92.2 µM), for the others: at the highest dose activity change, positive = activation, hits mostly activators. AID 504706, 2011. H1299 p53-A138V BP100-luciferase reporter, luminescence, 24 h; also: % of control where 0% means no effect; nearly all actives have a fitted effect of over 45% in size
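H1299 (p53-null), stable ts p53-A138V + BP100-Luc; 1000 cells/well, Opti-MEM/10% FBS; cpd 4 pt, 1:5; 24 h, 37 deg C, 5% CO2; detection reagent 10 min RT; luminescence.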
uPA generation: qHTS for Inhibitors of Cell Surface uPA Generation | Potency, µM (titrated, usually from 38.3 µM), for the others: top-dose activity change, negative = inhibition, most hits filed as inhibitors | cell surface uPA generation assay, qHTS | actives 0.31% (n = 330,000); active = well fitted inhibition curve with a large enough effect; inconclusive = small, poorly fitted or top-dose-only effect; inactive = no such curve, though single readings can be large or run the other way; tested in mouse RAW 264.7 cells; also: % is scaled to controls: 0 for no effect and ±100 for the full control effect; nearly all actives have a fitted effect of over 55% in size
VP16 counter: VP16 counterscreen qHTS for inhibitors of ROR gamma transcriptional activity | Potency, µM (series often up to 53.6 µM), for the others: top-dose activity, negative = inhibition, hits mostly inhibitors | actives 3.5% (n = 310,000) | Drosophila S2 Gal4-VP16 UAS-luciferase, luminescence, 20 h;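 also: Gal4-VP16 expression switched on by copper sulfate through the metallothionein promoter; % is scaled to controls: 0 for no effect and ±100 for the full control effect; nearly all actives have a fitted effect of over 50% in size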
Numbers without * were called inactive; ? = inconclusive; / = no result given; & = joins results of further samples; [ ] = remark or other dose. Unless noted, calls follow the shape of the dose curve; as a rule, active = well fitted curve in the direction sought with a large enough effect; inconclusive = small, poorly fitted or top-dose-only effect, or another doubt; inactive = no such curve, though single readings can be large; an effect the other way counts as inactive or inconclusive. Potency is read from the fitted curve at half-maximal effect.

Values in the order – p53 reactivator	NPC1 prom act	ELG1 genotoxic	RORgamma inh	BRCA1 expr act	FLuc modulator	uPA generation	MBNL1-CUG inh	VP16 counter	Rab9 promoter act
- CN(C)c1ccnc(Oc2ccc(F)cc2)c1C#N
 : 9%	2%	5%	8%	44%	0%	3%	-3%	5%	5%
- O=C(CCCc1nc(-c2ccccc2)no1)NC1CCCC1
 : -1%	-5%	-9%	?	-5%	2%	-1%	4%	-5%	-1%
- CN(C(=O)C(C)(C)C)c1ccc(OCC(=O)N2CCc3ccccc3C2)cc1
 : -6%	-26%	-21%	?	-38%	5%	-10%	4%	?	-26%
- COc1ccccc1CN1C2CCCC1CC(NC(=O)/C=C/c1ccccc1)C2 (stereo not given)
 : 3%	3%	6%	39%	-11%	-8%	-9%	?	4%	-3%
- CC(C)Cc1ccc(S(=O)(=O)Nc2ccc3[nH]c(=O)[nH]c3c2)cc1
 : -5%	-3%	-7%	?	-6%	-2%&5%	-23%	-5%	-17%	-4%[1.84 µM]
- COc1ccc(OCCC(=O)OCc2c(C)noc2C)cc1
 : -3%	-1%	0%	-28%	-12%	1%	1%	-1%	-2%	-2%
- CCC1Oc2ccccc2N(CC(=O)NCCCN2CCCCC2CC)C1=O (stereo not given)
 : -5%	1%	-3%	22%	1%	8%	3%	7%	5%	1%
- Cc1ccc(CCN2C(=O)CCC2(C)C(=O)NCc2cccnc2)cc1 (stereo not given)
 : 0%	-1%	-1%	4%	9%	0%	/	-9%	6%	-6%
- O=C(Cc1c(Cl)cccc1Cl)NCCc1ccc(Cl)cc1
 : -1%	0%	6%	-4%	-1%	-2%	-7%	-15%	-8%	0%
- CCOC(=O)C1CCN(CC(=O)NC(=O)NC2CCCCC2)CC1
 : 0%	-1%	-9%	17%	-11%	4%	-3%	-5%	-4%	-1%
- CCOc1ccc(C(=O)NC2CC3CCCC(C2)N3CC(C)C)cc1 (stereo not given)
 : 1%	1%	1%	-1%	21%	0%	-37%	-5%	2%	1%
- Cc1ccccc1CN(C)C(=O)COC(=O)CSc1ccc([N+](=O)[O-])cc1
 : 18%	-6%	0%	/	4%	-3%	2%	/	/	-6%
- CC(=O)c1ccc(S(=O)(=O)N2CCNC(=O)C2)cc1
 : -1%	/	-1%	/	20%	/	-1%	/	/	/
- CCOc1ccccc1N=CC1=C(O)CC(c2ccccc2)CC1=O (stereo not given)
 : -2%	-8%	-6%	31%	-28%	-2%	-9%	3%	8%	-10%
- C=CCOc1ccc(C(=O)c2ccccc2)c(OCC(=O)NC2(C#N)CCCC2)c1
 : -4%	-2%	-7%	36%	-37%	-1%	19%	1%	-11%	-3%
- Cc1cnc(CN2CCCC(C(=O)c3ccc4c5c(cccc35)CC4)C2)[nH]1 (stereo not given)
 : -4%	-8%	-9%	11µM*	-22%	1%	-4%	21%	-26%	-8%
- O=C(C1=C(O)C(=O)N(Cc2cccnc2)C1c1ccccn1)c1cccs1 (stereo not given)
 : 15%	2%	5%	-9%	-12%	-4%	3%	?	11%	-3%
- COc1ccccc1NC(=O)c1c(N=Cc2c(O)ccc3ccccc23)cnn1C
 : 8%	-24%	10%	?	-60%	0%	2%	-4%	-10%	-15%
- CCOc1ncccc1C(=O)Nc1ncc(C)s1
 : -1%	-1%	-2%	-29%	-17%	-16%	-16%	-6%	-9%	-1%
- CCOC(=O)c1ccc(NC(=O)Cn2cnc(S(=O)(=O)N3CCCC3)c2)cc1
 : -1%	-4%	0%	-5%	-5%&6%	0%&-1%	3%	1%	-10%	0%

Looked up by structure from above:
Values in the order – p53 reactivator	NPC1 prom act	ELG1 genotoxic	RORgamma inh	BRCA1 expr act	FLuc modulator	uPA generation	MBNL1-CUG inh	VP16 counter	Rab9 promoter act
- COc1ccccc1CN1C2CCCC1CC(NC(=O)/C=C/c1ccccc1)C2 (stereo not given)
 : 3%	3%	6%	39%	-11%	-8%	-9%	?	4%	-3%
- CCOc1ccc(C(=O)NC2CC3CCCC(C2)N3CC(C)C)cc1 (stereo not given)
 : 1%	1%	1%	-1%	21%	0%	-37%	-5%	2%	1%
- CCOC(=O)c1ccc(NC(=O)Cn2cnc(S(=O)(=O)N3CCCC3)c2)cc1
 : -1%	-4%	0%	-5%	-5%&6%	0%&-1%	3%	1%	-10%	0%
- Cc1cnc(CN2CCCC(C(=O)c3ccc4c5c(cccc35)CC4)C2)[nH]1 (stereo not given)
 : -4%	-8%	-9%	11µM*	-22%	1%	-4%	21%	-26%	-8%
- CC(C)Cc1ccc(S(=O)(=O)Nc2ccc3[nH]c(=O)[nH]c3c2)cc1
 : -5%	-3%	-7%	?	-6%	-2%&5%	-23%	-5%	-17%	-4%[1.84 µM]
- CCOc1ncccc1C(=O)Nc1ncc(C)s1
 : -1%	-1%	-2%	-29%	-17%	-16%	-16%	-6%	-9%	-1%

Going on with the list:
Values in the order – p53 reactivator	NPC1 prom act	ELG1 genotoxic	RORgamma inh	BRCA1 expr act	FLuc modulator	uPA generation	MBNL1-CUG inh	VP16 counter	Rab9 promoter act
- COc1ccc(N(CC2CO2)S(=O)(=O)c2ccccc2)cc1 (stereo not given)
 : 17%	0%	1%	0%	-22%	3%	-10%	3%	-14%	-3%
- CCCOc1ccc(CC(CC(=O)O)(C(=O)O)C(=O)O)cc1
 : -16%	1%	-5%	2%	16%	0%	-6%	-14%	1%	-6%
- O=S(=O)(N/N=C/c1ccc(OC2CSC2)cc1)c1ccccc1
 : 6%	-8%	0%	?	-6%	6%	9%	-5%	-11%	-2%
- Cc1ccc(OCc2cc(C(=O)N3CCN(C)C[C@@H]3c3ccccc3)no2)cc1C
 : 22%	2.8µM*	?	-42%	?	21µM*	-15%	4%	-5%	2.5µM*
- COc1nc(-c2ccccc2)ccc1-c1noc(-c2ccc(F)cc2)n1
 : 4%	0%	-1%	-21%	/	4%	/	2%	-6%	11%
- CCCCC1(CCCC)NC(=S)N(Nc2ccc(C)cc2)C1=O
 : -4%	0%	3%	?	-7%	1%	1%	-3%	-1%	0%
- O=C(CNC(c1ccccc1)c1ccccc1)Nc1ccccc1-c1ccccc1
 : 21%	1%	-10%	?	-39%	-3%	5%	?	?	-1%
- COC(=O)[C@@H]1CCCN1C(=O)CCc1nnc(CCC2CCCCC2)o1
 : 3%	28%	?	8%	11µM*	19µM*	-1%	5%	?	?
- CCn1c(-c2ccccc2O)n[nH]c1=S
 : 7%	4%	2%	13µM*	5%	0%	7%	-12%	-26%	2%
- NS(=O)(=O)c1ccccc1
 : 6%	0%	0%	2%	0%	0%	1%	-1%	1%	-2%
- COC(=O)c1ccc(-n2c(CCC(=O)O)ccc2-c2ccc(C)cc2)cc1
 : 2%	1%	2%	-10%	19%	?	-4%	-2%	0%	-2%[1.84 µM]
- COc1ccc(OC)c(/C=N/c2c(-c3ccc(O)c(OC)c3)nc3ccccn23)c1
 : 19%	-1%	1%	1%	14%	?	-8%	22%	2%[10 µM]	-1%
- CCOCN(C(=O)Cn1c(COC)nc2ccccc21)c1c(C)cccc1CC
 : 0%	-3%	-5%	?	-12%	-1%&2%	3%	-6%	15%	2%
- Cc1ccccc1C(=NCCCN(C)C)c1ccccc1C
 : -5%	-9%	0%	-19%	-17%	-1%	2%	/	0%	-13%
- CN(C)c1ccc(/C=N/c2cc(-c3ccccc3)nn2-c2ccccc2)cc1
 : 9%	22%	17%	?	72%	-20%	0%	8%	1%	14%
- CCc1ncc(C(O)c2cccc(OC)c2OC)n1C (stereo not given)
 : 8%	-1%	-3%	0%	9%	-1%	/	2%	-1%	1%
- COC(=O)c1sccc1NC(=O)CC1C(=O)NCCN1C(=O)c1c(F)cccc1Cl (stereo not given)
 : -2%	0%	-1%	-1%	4%	-4%	-1%	/	-3%	0%
- C#CCOCCOCCOCCNc1nc(N2CCN(C(=O)[C@H](CCC(=O)O)n3cc(C(N)CC(C)C)nn3)CC2)nc(N2CCN(C(=O)[C@H](Cc3ccc(O)cc3)n3cc(C(N)CC(C)C)nn3)CC2)n1 (stereo not given in full)
 : -1%	9%	8%	-1%	-6%	1%	8%	?	-12%	4%
- Cc1ccn2c(NC3CCCC3)c(-c3ccncc3)nc2c1
 : -4%	5%	1%	-22%	-2%	-3%	8%	?	8%	-1%

Assay outcomes (PubChem)
